Screening results deposited in PubChem BioAssay by several laboratories.
PrPC surface inh – cell surface PrPC inhibition, primary TR-FRET screen; TR-FRET read-out; inhibition, % at 13.8 µM; hit rate 0.43% among 370,000; P04156; in the data active means inhibition above about 24%; further: 0% = median of the test wells and 100% = reference compound wells
Anthrax LF prot – anthrax lethal factor protease inhibition; P15917; multiplex microsphere protease cleavage assay, LF; inhibition, % at 10 µM; hit rate 0.12% among 360,000; further: plate controls were buffer without enzyme for full effect and enzyme alone for no effect
FadD28 binding – inhibitors of Mycobacterium tuberculosis FadD28 bisubstrate binding; inhibition, % at 12.5 µM; hit rate 0.22% among 360,000; AID 588549; FadD28 bisubstrate probe binding, fluorescence polarization; in the data active means inhibition above about 8.5%, passing the limit was not always enough; inconclusive means no clear call, values can overlap the other calls
PfHsp40 yeast – rescue of PfHsp40-mediated yeast toxicity; S. cerevisiae expressing PfHsp40, growth rescue, ATP luminescence; growth rescue, % at 12.5 µM; hit rate 0.68% among 340,000; AID 504582; in the data active means growth rescue above about 28%, passing the limit was not always enough; inconclusive means no clear call, values can overlap the other calls;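 further: yeast W303a lacking pdr1 and pdr3 grown in galactose medium; growth measured after three days at 30 °C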
BoNT-F LC inh – BoNT F light chain protease inhibition | Multiplex microsphere protease cleavage assay, flow cytometry | inhibition, % at 10 µM | hit rate 0.22% among 360,000 | AID 588497; in the data active means inhibition above about 35%, passing the limit was not always enough; inconclusive means no clear call, values can overlap the other calls; further: plate controls were buffer without enzyme for full effect and enzyme alone for no effect
Y pestis TopoI – Y. pestis Topo-I inhibition via cleavage products. Y. pestis Topo-I cleavage product accumulation, plate reader. activity, % at 10 µM. hit rate 0.064% among 360,000; in the data active means activity above about 50%, passing the limit was not always enough; inconclusive means no clear call, values can overlap the other calls; further: inactives centre near 2
CCHF vOTU inh – blocks the CCHF virus ovarian tumor domain protease. CCHFV vOTU protease, Pep-AMC fluorescence. hit rate 0.55% among 370,000. inhibition, % at 11.5 µM. AID 651958; in the data active means inhibition above about 30%; further: 0% = vehicle wells with enzyme and 100% = no enzyme wells
TcdB inh – TcdB glycohydrolase inhibition. P18177. TcdB glycohydrolase enzymatic assay, plate reader. inhibition, % at 9.99 µM. hit rate 0.24% among 350,000. AID 652162; in the data active means inhibition above about 10%
Target sequence (P18177 whole entry, looked up): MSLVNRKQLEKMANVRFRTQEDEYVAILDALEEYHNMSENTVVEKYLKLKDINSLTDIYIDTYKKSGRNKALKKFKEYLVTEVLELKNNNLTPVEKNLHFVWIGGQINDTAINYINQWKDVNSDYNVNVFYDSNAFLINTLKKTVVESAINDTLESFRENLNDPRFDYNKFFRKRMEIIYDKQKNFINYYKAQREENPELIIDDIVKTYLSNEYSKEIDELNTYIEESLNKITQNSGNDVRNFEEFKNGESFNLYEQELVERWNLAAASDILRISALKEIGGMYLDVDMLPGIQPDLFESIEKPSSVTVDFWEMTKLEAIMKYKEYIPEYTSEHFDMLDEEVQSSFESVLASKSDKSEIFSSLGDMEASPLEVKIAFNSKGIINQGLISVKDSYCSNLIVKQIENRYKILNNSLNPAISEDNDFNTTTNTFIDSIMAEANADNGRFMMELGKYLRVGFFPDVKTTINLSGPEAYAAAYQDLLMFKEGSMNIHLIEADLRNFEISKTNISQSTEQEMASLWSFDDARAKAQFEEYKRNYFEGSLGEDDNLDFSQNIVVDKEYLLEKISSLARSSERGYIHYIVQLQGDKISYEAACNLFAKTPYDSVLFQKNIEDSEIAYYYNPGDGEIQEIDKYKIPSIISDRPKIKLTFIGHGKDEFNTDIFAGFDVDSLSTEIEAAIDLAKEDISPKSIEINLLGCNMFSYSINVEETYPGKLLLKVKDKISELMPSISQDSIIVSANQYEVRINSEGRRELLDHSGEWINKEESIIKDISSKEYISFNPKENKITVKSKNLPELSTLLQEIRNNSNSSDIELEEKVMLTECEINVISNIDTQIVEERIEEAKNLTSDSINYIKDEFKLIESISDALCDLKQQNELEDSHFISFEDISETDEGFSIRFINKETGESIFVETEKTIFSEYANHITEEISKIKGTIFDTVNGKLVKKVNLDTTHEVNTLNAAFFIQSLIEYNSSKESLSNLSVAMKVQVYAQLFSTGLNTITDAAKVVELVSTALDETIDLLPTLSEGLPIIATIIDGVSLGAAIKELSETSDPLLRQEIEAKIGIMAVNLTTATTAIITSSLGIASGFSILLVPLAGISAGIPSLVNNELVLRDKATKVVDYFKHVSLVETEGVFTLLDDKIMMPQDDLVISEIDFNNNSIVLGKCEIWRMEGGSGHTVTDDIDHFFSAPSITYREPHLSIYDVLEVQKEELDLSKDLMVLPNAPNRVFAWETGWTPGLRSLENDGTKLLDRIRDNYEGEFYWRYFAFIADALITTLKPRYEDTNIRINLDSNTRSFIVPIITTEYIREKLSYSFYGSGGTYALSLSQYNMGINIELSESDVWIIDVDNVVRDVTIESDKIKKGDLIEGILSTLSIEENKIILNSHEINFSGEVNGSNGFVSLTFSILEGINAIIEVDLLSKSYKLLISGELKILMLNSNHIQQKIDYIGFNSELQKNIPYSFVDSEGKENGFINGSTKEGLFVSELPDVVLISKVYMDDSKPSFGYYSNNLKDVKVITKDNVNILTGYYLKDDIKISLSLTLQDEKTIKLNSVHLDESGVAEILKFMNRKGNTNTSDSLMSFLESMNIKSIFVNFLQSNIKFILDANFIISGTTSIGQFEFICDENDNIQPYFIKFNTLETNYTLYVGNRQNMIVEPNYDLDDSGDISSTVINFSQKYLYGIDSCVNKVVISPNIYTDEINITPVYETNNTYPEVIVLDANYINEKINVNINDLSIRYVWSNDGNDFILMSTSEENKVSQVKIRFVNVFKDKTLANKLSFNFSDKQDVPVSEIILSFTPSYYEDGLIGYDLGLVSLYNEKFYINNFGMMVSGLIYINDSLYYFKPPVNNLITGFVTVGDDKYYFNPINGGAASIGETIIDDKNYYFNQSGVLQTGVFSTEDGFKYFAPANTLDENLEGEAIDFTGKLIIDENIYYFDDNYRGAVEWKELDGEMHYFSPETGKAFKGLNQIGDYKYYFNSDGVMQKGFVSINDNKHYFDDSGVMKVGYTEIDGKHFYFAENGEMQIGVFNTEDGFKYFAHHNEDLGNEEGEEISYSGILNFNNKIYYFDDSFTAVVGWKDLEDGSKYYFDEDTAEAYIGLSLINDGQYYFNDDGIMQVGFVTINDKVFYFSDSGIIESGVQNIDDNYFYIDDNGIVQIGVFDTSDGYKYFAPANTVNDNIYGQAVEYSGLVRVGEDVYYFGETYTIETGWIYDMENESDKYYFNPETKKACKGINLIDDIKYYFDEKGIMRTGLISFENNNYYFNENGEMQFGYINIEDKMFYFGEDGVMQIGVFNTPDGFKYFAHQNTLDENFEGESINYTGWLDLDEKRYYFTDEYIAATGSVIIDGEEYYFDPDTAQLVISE
BoNT A protease – BoNT A light chain protease inhibition; hit rate 0.17% among 360,000; AID 588499; inhibition, % at 10 µM; multiplex microsphere protease substrate cleavage, flow cytometry; further: plate controls were buffer without enzyme for full effect and enzyme alone for no effect
Numbers without * were called inactive; ? = inconclusive; nt = not tested or not shown; & = joins results of further samples. Unless noted, no stated cut-off is given here; in the data, active means inhibition above about 30%; inconclusive means no clear call, values can overlap the other calls; inactive means below that.

SMILES	PrPC surface inh	Anthrax LF prot	FadD28 binding	PfHsp40 yeast	BoNT-F LC inh	Y pestis TopoI	CCHF vOTU inh	TcdB inh	BoNT A protease
Cc1ccccc1-c1ccc(C(=O)NCc2ccccc2)o1	0	-12	-2.3	8.8	2	14	7	1.4	-0.4
CC(C)CN(C(=O)CN1CCOCC1)c1c(N)n(CC(C)C)c(=O)[nH]c1=O	-2	3	-2.8	-0.7	0	-4	6	1.6	0.6
COC(=O)C1=NN(c2ccc(OC)cc2)C2C(=O)N(c3ccccc3OC)C(=O)C12 (stereo not given)	4	nt	-0.6	nt	nt	0	-12	0.0	nt
CCCS(=O)(=O)c1nc(S(=O)(=O)c2ccc(C)cc2)c(N2CCc3ccccc3C2)s1	9	-2	-3.7	0.3	0	39	7	-0.8	-1.0
COC(=O)c1ccc(NC(=O)c2cccc(C)c2)cc1	-1	11	-2.9	-0.8	?	-9	12	-0.2	-3.5
O=C(Nc1ccc(F)cc1F)c1c(C(F)(F)F)ccnc1Oc1ccc(Cl)cc1	-8	nt	-4.2	0.2	nt	-8	0	-0.1	nt
CCC(Sc1nncn1C)C(=O)Nc1cc(C)on1 (stereo not given)	11	-10	-5.0	-0.9	0	2	0	-4.6	0.6
CCOC(=O)c1csc(NC(=O)Nc2cccc(Cl)c2)n1	3	-3	-2.1	-0.9	-6	10	10	0.9	-0.5
Cc1n[nH]c(C)c1S(=O)(=O)N1CCCC(C(=O)NCc2ccc(F)cc2)C1 (stereo not given)	4	-1	-3.3	0.8	2	-12	5	-2.5	-0.6
O=c1oc(-c2ccc(Br)cc2)nc2ccccc12	-4	10	-4.3	-1.0	-72	5	9	12*	-5.0
COc1ccccc1-c1cnc(C(O)c2c(C)cccc2C)[nH]1 (stereo not given)	2	0	0.5	nt	-4	4	-9	0.9	-0.8
Cc1ccc(NC(=O)c2ccccc2OCC(=O)c2ccccc2)cc1	-7	-6	-2.6	-0.4	-6	3	5	nt	-0.5
Cn1c(COc2ccccc2)nnc1SCCSc1nnc(COc2ccccc2)n1C	-4	-2	-2.4	2.4	4	38	5	nt	0.3
Nc1ccc2ncccc2c1	-4	-20	-0.1	0.3	17	1	15	1.8	?
CC(C)(C)OC(=O)NCc1ccc(CNC(=O)c2nc[nH]c2C(=O)NCc2ccccc2)cc1	5	-1	1.2	3.5	-5	6	10	0.2	-0.1
O=C(Nc1ccc(NC(=O)C2CCCN2C(=O)OCc2ccccc2)cc1)c1ccco1 (stereo not given)	6	-9	-1.8	0.7	-59	1	0	nt	-1.3
COc1ccc(C(CC(=O)N2CCCCC2)c2c(OC)cc(OC)c3c(-c4ccccc4)cc(=O)oc23)cc1 (stereo not given)	7	-13	-2.8	1.9	0	19	9	-0.2	-0.4
COc1cc(OC)c(NC(=O)CCNS(=O)(=O)c2ccc3c(c2)oc(=O)n3C)cc1Cl	4	-10	-1.7	5.5	-7	4	0	2.0	1.3
C=CC[n+]1c(-c2ccc(OC)cc2)csc1NNC(=O)Nc1ccccc1	8	-20	1.7	0.4	-6	-5	0	-0.5&-2.3	0.3
CCS(=O)(=O)NCC(c1cccnc1)N1CCN(c2ccccc2OC)CC1 (stereo not given)	-6	1	-3.9	0.2	-11	7	-3	0.4	-0.4
COc1cc2[nH]c(=S)nc(NCc3cccnc3)c2cc1OC	4	-19	-2.6	-2.6	2	-6	8	-0.5	-0.1
CC(Oc1ccc2c(-c3ccccc3)cc(=O)oc2c1)C(=O)NC(Cc1c[nH]c2ccccc12)C(=O)O (stereo not given)	-1	-7	-4.0	0.3	2	9	20	2.9	-0.2
O=C(O)Cc1ccc(NS(=O)(=O)c2ccc3ccccc3c2)cc1	4	-1	-0.5	0.1	0	-2	8	0.0	-1.8
COc1ccc(CCC(=O)O)cc1OC	7	-4	-0.7	-1.6	-8	2	-10	0.6	-0.2
CCCOC(=O)c1cc(NC(=O)/C=C/c2ccccc2)ccc1O	3	-8	-7.6	nt	-5	6	0	0.5	-0.5

More records:
SMILES	PrPC surface inh	Anthrax LF prot	FadD28 binding	PfHsp40 yeast	BoNT-F LC inh	Y pestis TopoI	CCHF vOTU inh	TcdB inh	BoNT A protease
COc1ccccc1Oc1c(C)oc2c(CN3CCOCC3)c(O)ccc2c1=O	3	nt	-0.9	0.1	nt	-7	-142	-0.5	nt
COc1cc(C(C[N+](=O)[O-])c2c(N)n(C)c(=O)n(C)c2=O)ccc1O (stereo not given)	2	-1	0.1	-0.7	-8	5	1	2.5	-0.5
CCOC(=O)c1ccc(-n2c(O)c(/C=N/NC(=O)C3COc4ccccc4O3)c3ccccc3c2=O)cc1 (stereo not given)	-2	-5	-0.2	16	-10	-4	12	2.1	0.0
CN(C)S(=O)(=O)c1cccc(NC(=O)c2cc(=O)[nH]c3ccccc23)c1	8	1	-2.8	1.2	-1	-2	3	0.1	0.6
COCCNc1nc(-c2cc(C)c(C)cc2C)cs1	3	-6	-2.4	-1.7	0	-11	-1	1.4	-0.2
CCOc1ccc(C2=Nc3ccc(Br)cc3C(c3ccc(N4CCOCC4)cc3)=NN2)cc1	-3	-1	-3.7	-1.0	-6	1	2	nt	-0.2
CC(C(O)c1ccccc1)N(C)CCn1cnc2c1c(=O)n(C)c(=O)n2C (stereo not given)	-7	0	0.2	-1.1	4	3	6	0.1	0.3
C[C@@H](NC(=O)c1nc[nH]c1C(=O)N(C)Cc1ccccc1)c1ccccc1	6	-7	-4.0	1.3	-1	13	-9	0.7	-0.8
O=C(CCc1nc2ccccc2c(=O)[nH]1)Nc1ccc(Cl)c(Cl)c1	-2	-1	-2.3	15	-3	-5	-13	-1.1	-0.4
COC(=O)N[C@@H]1C[C@H]2[C@@H]3CC[C@H]4C[C@@H](OC)CC[C@]4(C)[C@H]3CC[C@@]12C	-2	-2	-4.8	12	1	15	9	-0.2	0.6
N/C(Cc1ccc([N+](=O)[O-])cc1)=N\OC(=O)c1ccccc1Br	-3	-2	-5.8	-0.9	-10	2	-19	nt	-1.6
O=C1Nc2ccccc2/C1=N\N=C\C1=C(N2CCOCC2)C(=C\c2ccccc2)/CC1	-4	-11	-2.5	0.6	-35	-11	0	nt	6.3
COc1ccc(C2CC(C(F)(F)F)n3ncc(C(=O)Nc4c(C)n(C)n(-c5ccccc5)c4=O)c3N2)cc1 (stereo not given)	-5	-5	-3.8	-0.2	-12	7	0	nt	-1.1
Cc1ccc(Cl)cc1N1CCN(S(=O)(=O)c2ccc3[nH]c(=O)c(=O)[nH]c3c2)CC1	-6	1	-7.2	0.0	-5	8	12	1.5	-0.3
COCCCNC(=O)C[C@@H]1C[C@@]2(C(=O)OC)CCCCC=C2N(Cc2ccccc2)C1=O	0	0	nt	nt	-8	nt	29	-0.3	-1.0
COCc1nnc(NC(=O)c2sc3ccccc3c2Cl)s1	24	-4	-2.3	0.3	6	-3	-3	nt	-0.2
CCN(CC)CCCN=C(C)c1c(O)n(-c2ccc(C)cc2)c(=O)[nH]c1=O	-3	-2	0.1	-2.6	3	1	3	0.1	-1.2
Cc1ccc(N(CC(=O)NC2CCCCC2)C(=O)CCC(=O)Nc2nccs2)cc1	2	-12	-4.1	0.2	4	14	0	0.7	-1.0
COC(=O)c1cc(NC(=O)c2cc3ccccc3o2)cc(C(=O)OC)c1	3	2	-5.3	-0.6	-40	1	5	1.4	-3.6
Cc1ccc(C(=O)CSc2ccc(-c3ccccc3)nn2)cc1	5	2	-2.7	2.4	3	7	-2	0.0	4.0
CCN1C[C@@H]2[C@@H]3C(=O)N(Cc4ccccc4)C(=O)[C@@H]3[C@](Cc3ccccc3)(C1=O)N2C(=O)c1ccc(C(F)(F)F)cc1	-1	6	0.6	-1.7	-4	-5	-7	0.0	-0.6
CCCCNC(=O)c1ccc2c(OCC)n(CCCC)nc2c1	3	4	-2.3	-1.4	5	-5	-24	1.4	0.6
Brc1ccc2ncnc(NCc3cccnc3)c2c1	10	42*	-2.2	-1.2	?	4	-12	1.6	-6.7
Cc1ccc(-n2c(O)c(C=NCc3ccccn3)c3ccccc3c2=O)cc1	-7	-2	-2.3	0.0	-3	0	12	1.1	0.0
FC(F)(F)c1ccccc1N/N=C/c1cccnc1	8	2	0.4	0.3	-6	5	26	-11	-2.7

Carrying on.
SMILES	PrPC surface inh	Anthrax LF prot	FadD28 binding	PfHsp40 yeast	BoNT-F LC inh	Y pestis TopoI	CCHF vOTU inh	TcdB inh	BoNT A protease
NS(=O)(=O)c1ccc(NC(=S)NC(=O)c2ccc(-c3ccccc3)cc2)cc1	-5	-1	-3.7	-0.3	-3	9	10	0.7	-0.9
Cc1cccc(-c2nnc3n2N=C(c2ccccc2)CS3)c1	10	0	-4.4	-0.1	-2	25	12	nt	?
CN(Cc1ccc(Cl)cc1)C(=O)c1[nH]c(C(F)(F)F)nc1-c1ccccc1	-2	-3	-0.8	nt	-2	nt	-5	2.4	-0.8
O=C1OCCN1P(=O)(c1ccccc1)c1ccccc1	-4	3	-1.7	1.3	4	0	7	nt	-0.6
c1ccc(NC2=NCCCS2)cc1	3	-8	-2.7	0.2	-19	5	-1	0.9	-4.1
CCCC(=O)Nc1ccc(C2C(=O)c3ccccc3C2=O)cc1	0	5	-4.6	-0.6	?	-12	-3	-1.0	2.1
CCS(=O)(=O)N1CCCC(C(=O)NCCc2ccc(OC)c(OC)c2)C1 (stereo not given)	-4	-1	-1.2	0.9	-4	-1	-8	nt	0.5
CC(C)=C1C2CCC1C1C(=O)N(c3ccc(C)c(C)c3)C(=O)C21 (stereo not given)	3	-1	3.4	3.5	2	0	5	0.5	0.4
C[C@H](NC(=O)[C@@H]1Cc2ccccc2CN1C(=O)OC(C)(C)C)C(=O)NCc1ccco1	-3	-2	1.0	0.0	-3	-1	17	-0.3	1.5
COc1ccc(C(CC(=O)O)NC(=O)c2sc3ccccc3c2Cl)cc1 (stereo not given)	34*	1	-3.7	-0.7	-14	3	10	0.2	-1.6
COCC(C)OC(=O)c1c(N)n(Cc2ccco2)c2nc3ccccc3nc12 (stereo not given)	-5	6	-4.5	0.8	16	0	-179	nt	1.4
O=C(Nc1ccc2oc(Cc3ccc(Cl)cc3)nc2c1)c1cccnc1	6	-12	-0.8	0.3	-10	2	-8	0.5	-1.4
CC1(Oc2cccc(Cl)c2)CCN(Cc2ccc(OC(F)(F)F)cc2)C1 (stereo not given)	-6	-10	0.3	nt	-9	23	-1	0.0	-0.8
Clc1cc(Cl)cc(NC2=NCCS2)c1	-1	nt	-10	-0.9	nt	-7	1	0.6	nt
Cn1c(=O)c2c(ncn2CC(=O)OCC(=O)Nc2ccc(F)cc2F)n(C)c1=O	0	0	-1.3	0.6	-13	8	16	-0.4	-4.1
O=C(Cn1cnc([N+](=O)[O-])n1)N/N=C/c1ccc2ccccc2c1	-12	-4	-2.6	2.5	1	-5	-12	1.9	0.6
CCOc1ccc(OCC)c(NC(=O)CSc2nnc(-c3cccnc3)o2)c1	-2	-10	1.5	0.1	-6	-4	-2	nt	-0.2
CCOc1ccc(NC(=S)N2CCC(NC(=O)c3ccccc3C)CC2)cc1	1	-10	-2.8	-0.6	-32	-6	10	-0.1	-4.0
Cc1[nH]c(=S)[nH]c(=O)c1Cc1ccccc1	6	6	-3.8	-1.1	3	-4	10	-0.1	-0.1
O=C1[C@H]2[C@@H](c3ccccc3)N[C@]3(CCCN(Cc4ccccc4)C3=O)[C@H]2C(=O)N1Cc1ccccc1	1	0	-4.4	nt	-6	29	-3	-3.0	-0.3
CCCc1nc2ccc(C)cn2c1Cc1cccc(F)c1	-8	1	-6.8	nt	-9	nt	6	1.8	0.7

Looked up by compound from the list above, 4 records:
SMILES	PrPC surface inh	Anthrax LF prot	FadD28 binding	PfHsp40 yeast	BoNT-F LC inh	Y pestis TopoI	CCHF vOTU inh	TcdB inh	BoNT A protease
O=C1OCCN1P(=O)(c1ccccc1)c1ccccc1	-4	3	-1.7	1.3	4	0	7	nt	-0.6
Cc1cccc(-c2nnc3n2N=C(c2ccccc2)CS3)c1	10	0	-4.4	-0.1	-2	25	12	nt	?
CCOc1ccc(NC(=S)N2CCC(NC(=O)c3ccccc3C)CC2)cc1	1	-10	-2.8	-0.6	-32	-6	10	-0.1	-4.0
CCCc1nc2ccc(C)cn2c1Cc1cccc(F)c1	-8	1	-6.8	nt	-9	nt	6	1.8	0.7
